Screens as filed in PubChem BioAssay.
Epigenetic derep: regulators of epigenetic silencing causing reporter derepression in mouse cells | actives 0.2% (n = 280,000) | Potency, µM (highest dose often 53.9 µM), for the others: at the top dose GFP activation, most hits filed as activators | AID 1865 | murine LDR cells, GFP reporter derepression, 30 h; further: potency means the concentration at half of the fitted maximal effect; % of control where 0% means no effect; nearly all actives have a fitted effect of over 60% in size
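Derepression of a silenced CMV-GFP reporter in murine LDR cells is scored by enumerating GFP-positive cells with a laser-scanning microplate cytometer after 30 hours of treatment at 37 C.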
IMPase Li cell: IMPase inhibition in cells with lithium potentiation; Potency, µM (titrated, usually from 59.4 µM), without a hit: at the top dose activity, negative = IMPase inhibition, actives largely listed as inhibitors; CHO-M1 cells, IP1 TR-FRET (IP-One), carbachol + lithium; actives 0.35% (n = 210,000); AID 1457;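 further: IP1 builds up when IMPase is blocked and the TR-FRET signal falls; potency means the concentration at half of the fitted maximal effect; plate controls were basal vehicle for no effect and high inhibitor control for full effect; nearly all actives have a fitted effect of over 50% in size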
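IP1 accumulation measured by competitive TR-FRET in lysed CHO-M1 cells after 30 min compound exposure at 37C, with a small lithium addition to potentiate weak responses. Hill-equation AC50 from ratio and donor-channel data.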
Luc counter: Kinase-Glo luciferase inhibition (counter-screen); Q27757; Kinase-Glo luciferase, ATP luminescence, 8 min; Potency, µM (top dose mostly 38.3 µM), inactives show at the highest dose activity change, negative = inhibition, most hits filed as inhibitors; actives 0.28% (n = 200,000); further: potency means the concentration at half of the fitted maximal effect; on the % scale 0 is the no-effect control and ±100 the full control effect; nearly all actives have a fitted effect of over 60% in size
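Light output from Kinase-Glo luciferase with luciferin and 10 uM ATP in 50 mM imidazole pH 7.2, KCl, MgCl2, Tween 20, BSA; compound pin-delivered, 8-min ambient incubation, then luminescence read.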
HTT aggregate: mutant huntingtin aggregation inhibition; PC12 HttQ103-GFP aggregates, Acumen cytometry, 40 h; Potency, µM (titrated, usually from 46.1 µM), without a hit: at the highest dose activity change, negative = inhibition, most hits filed as inhibitors; actives 1.1% (n = 220,000); further: potency means the concentration at half of the fitted maximal effect; on the % scale 0 is the no-effect control and ±100 the full control effect; nearly all actives have a fitted effect of over 60% in size
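Quantitative HTS on tebufenozide-induced (100 nM) PC12 cells stably expressing polyQ103 Huntingtin exon 1–GFP. Reduction of bright GFP aggregates, detected by laser scanning cytometry after lysis, identified actives across the titration.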
CBFb RUNX1 block: blocks binding between human CBF-beta and RUNX1. AlphaScreen CBFb-His/RUNX1-biotin binding, biochemical. Potency, µM (titrated, usually from 59.8 µM), without a hit: at the highest dose activity, negative = inhibition, actives largely listed as inhibitors. 230,000 tested, under 10 active. AID 1477; further: % of control where 0% means no effect
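CBFb-His/RUNX1-biotin, 30 nM each, preincubated 20 min RT; compound 15 min RT; Ni + streptavidin beads 50 ng each, 90 min RT; AlphaScreen read.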
NPSR antagonist: blocks cAMP signaling of the human neuropeptide S receptor; Q6W5P4; CHO-NPSR cells, cAMP TR-FRET, antagonist mode; Potency, µM (top dose mostly 38.3 µM), for the others: at the top dose activity change, negative = inhibition, hits mostly inhibitors; actives 1% (n = 220,000); further: potency means the concentration at half of the fitted maximal effect; on the % scale 0 is the no-effect control and ±100 the full control effect; nearly all actives have a fitted effect of over 50% in size; many of its hits are not listed in these tables
L3MBTL1 inh: inhibitors of human L3MBTL1. Q9Y468. AlphaScreen L3MBTL1–H3K9me1 peptide binding. Potency, µM (titrated, usually from 57.1 µM), without a hit: at the top dose activity, negative = inhibition, usual class: inhibitors. actives 0.66% (n = 230,000). AID 485360; further: potency means the concentration at half of the fitted maximal effect; on the % scale 0 is the no-effect control and ±100 the full control effect; nearly all actives have a fitted effect of over 60% in size
Target sequence (Q9Y468 whole entry, looked up): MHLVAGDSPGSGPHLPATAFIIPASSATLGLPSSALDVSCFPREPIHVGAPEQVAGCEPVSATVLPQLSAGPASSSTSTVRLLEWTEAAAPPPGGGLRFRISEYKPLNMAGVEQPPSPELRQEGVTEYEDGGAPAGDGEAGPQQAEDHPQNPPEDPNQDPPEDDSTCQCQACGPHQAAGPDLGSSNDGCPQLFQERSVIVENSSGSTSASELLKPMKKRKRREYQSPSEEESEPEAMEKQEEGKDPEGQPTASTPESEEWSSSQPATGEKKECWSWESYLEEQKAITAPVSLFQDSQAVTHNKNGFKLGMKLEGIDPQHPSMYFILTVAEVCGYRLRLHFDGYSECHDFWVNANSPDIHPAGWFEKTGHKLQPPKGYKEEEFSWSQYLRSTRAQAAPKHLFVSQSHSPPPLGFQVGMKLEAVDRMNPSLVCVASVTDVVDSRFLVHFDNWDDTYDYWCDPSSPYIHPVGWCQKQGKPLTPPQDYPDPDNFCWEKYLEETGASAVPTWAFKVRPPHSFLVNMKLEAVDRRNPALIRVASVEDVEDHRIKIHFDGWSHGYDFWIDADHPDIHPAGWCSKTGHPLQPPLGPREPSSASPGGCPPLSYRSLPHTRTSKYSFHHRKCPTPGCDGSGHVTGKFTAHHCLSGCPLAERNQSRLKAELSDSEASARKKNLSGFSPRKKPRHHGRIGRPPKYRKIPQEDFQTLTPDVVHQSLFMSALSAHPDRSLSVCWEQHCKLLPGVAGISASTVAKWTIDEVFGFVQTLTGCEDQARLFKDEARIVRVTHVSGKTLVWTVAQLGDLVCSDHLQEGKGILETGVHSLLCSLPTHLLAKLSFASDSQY
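L3MBTL1 50 nM + b-AHA-H3(1-15)K9me1 75 nM, 30 min RT; compound added, 30 min RT; streptavidin donor/Ni-chelate acceptor beads 10 ug/mL each final, 30 min RT dark; AlphaScreen read.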
Starred values were filed as active, the others as inactive; ? = inconclusive; . = not tested or not shown; & = joins results of further samples; [ ] = remark or other dose. The call rests on the fitted dose curve; in most records, active means well fitted curve in the direction sought with a large enough effect; inconclusive means small, poorly fitted or top-dose-only effect, or another doubt; inactive means no such curve, though single readings can be large; an effect the other way counts as inactive or inconclusive. Only part of the results is shown; the hit share may differ from the screen's.

1) CCOc1ccccc1NC(=O)C12CC3CC(C1)CC(c1ccc(C)cc1)(C3)C2
2) CC(C)(C)n1cnc2cc(NS(=O)(=O)c3ccc(Br)cc3)ccc21
3) O=C1Nc2ccccc2C(O)(C(=O)NC2CC2)N1c1ccc(Cl)c(Cl)c1 (stereo unspecified)
4) Cc1ccc(NC(=S)N(Cc2cccs2)Cc2cc3cccc(C)c3[nH]c2=O)cc1
5) COCCCNC1CS(=O)(=O)CC1O (stereo unspecified)
6) COc1cc(C(=O)NC2=NCCS2)cc(OC)c1OC
Assay by compound	1	2	3	4	5	6
CBFb RUNX1 block	6%	2%	2%	4%	14%	0%
IMPase Li cell	1%[38.3 µM]	20%[38.3 µM]	7%[38.3 µM]	-1%	.	47%[activator][38.3 µM]
Epigenetic derep	-1.1%	0.7%	2.2%	0.0%	-1.1%	-0.1%
L3MBTL1 inh	4%	.	-1%	1%	.	.
NPSR antagonist	-17%[46.1 µM]	-20%[46.1 µM]	-14%[46.1 µM]	-21%	11%	0%[46.1 µM]
HTT aggregate	-11%	?	4%	13%	-2%[9.22 µM]	18%
Luc counter	-5%	-4%	-6%	-3%	.	0%

7) COc1ccc(/C=C(\C#N)C(=O)NCc2cccnc2)cc1OC
8) Cc1ccccc1NC(=O)COC(=O)/C=C/c1cn(-c2ccccc2)nc1-c1cccnc1
9) CC(C)(C)S(=O)(=O)c1cnc2c(-c3ccc(F)cc3)cnn2c1N
10) Cc1ccc(C(=O)Nc2nccc(-c3cccs3)n2)cc1
11) CC(=O)N1CC=CC1(CC(C)C)C(=O)NCc1ccccn1 (stereo unspecified)
12) O=c1c(-c2ccc(O)cc2)coc2cc(OC3OC(CO)C(O)C(O)C3O)ccc12 (stereo unspecified)
Assay by compound	7	8	9	10	11	12
CBFb RUNX1 block	4%	1%	2%	-1%	4%	3%
IMPase Li cell	3%	-11%	8%[38.3 µM]	0%[38.3 µM]	0%	1%
Epigenetic derep	3.2%	0.0%	1.2%	0.0%	0.4%	0.9%
L3MBTL1 inh	3%	-6%	1%	-1%	.	3%
NPSR antagonist	16%	6%	-6%[46.1 µM]	-6%[46.1 µM]	.	-11%
HTT aggregate	2%[9.22 µM]	0%	-3%	1%	.	-5%
Luc counter	-2%	-1%	-1%	-6%	0%	-3%

13) Cc1ccc(-c2ccnc(-c3ccc(O)cc3)n2)cc1
14) CCOC(=O)c1cnc2c(c(C)nn2C)c1Oc1ccccc1F
15) O=C(NCc1ccc(Cl)cc1)C1CCC(CNc2c(N3CCCCC3)c(=O)c2=O)CC1 (stereo unspecified)
16) O=C1CC(Nc2cc(=O)[nH]c(=O)[nH]2)C(=O)N1c1ccccc1Cl (stereo unspecified)
17) CCN(CC)CCOC(=O)c1cccc(Cl)c1
18) CCOC(=O)/C=C1\CC(C(=O)OCC)Oc2c(OC)cccc21 (stereo unspecified)
Assay by compound	13	14	15	16	17	18
CBFb RUNX1 block	-19%	6%	3%[2.36 µM]	6%	-5%	16%[89.1 µM]
IMPase Li cell	-4%	.	13%	.	6%[38.3 µM]	6%
Epigenetic derep	0.0%	2.2%	-0.4%	-4.2%	-0.7%	0.1%
L3MBTL1 inh	.	5%	2%	.	2%	7%
NPSR antagonist	-8%	17%	-11%	10%	2%[46.1 µM]	.
HTT aggregate	-9%	-2%[9.22 µM]	-8%	4%[9.22 µM]	4%	.
Luc counter	-1%	.	-4%	.	-2%	2%[39.9 µM]

Copied from the list.
Entry for cpd 13 under Epigenetic derep: 0.0%
Entry for cpd 17 under L3MBTL1 inh: 2%

Additional compounds follow:
19) CCC(c1nnnn1Cc1ccc(F)cc1)N(CCCO)Cc1cc2cc3c(cc2[nH]c1=O)OCO3 (stereo unspecified)
20) c1cc2c(cn1)cnc1cscc12
21) Cc1cccc(C(P(=O)(c2ccccc2)c2ccccc2)P(=O)(c2ccccc2)c2ccccc2)n1
22) COc1ccc2sc(NC(C)=O)nc2c1
23) COc1cc(C=O)ccc1OS(=O)(=O)c1ccc(NC(C)=O)cc1
24) COc1ccc(-c2nc(CSCC(=O)N3CCN(C)CC3)c(C)o2)cc1OC
Assay by compound	19	20	21	22	23	24
CBFb RUNX1 block	0%	9%	3%	-2%	12%	2%
IMPase Li cell	-7%[38.3 µM]	-10%	2%	33%[38.3 µM]	-6%	4%[38.3 µM]
Epigenetic derep	-1.0%	-0.9%	-2.2%	0.0%	5.5%	-1.0%
L3MBTL1 inh	1%	-1%	4%	.	-8%	.
NPSR antagonist	-28%[46.1 µM]	7%	-40%	-1%[46.1 µM]	20%	-5%[46.1 µM]
HTT aggregate	-3%	?	?	-17%	9%	7%
Luc counter	2%	-2%	1%	-17%	1%	-5%

25) CC(=O)C1C(c2ccc([N+](=O)[O-])cc2)C2C(C)=NN=C2CC1(C)O (stereo unspecified)
26) COc1ccc(CCN(C)CCc2ccc(OC)c(OC)c2)cc1OC
27) CCC1=NN2C(=N)/C(=C/c3c(C)nn(-c4ccccc4)c3Cl)C(=O)N=C2S1
28) Cc1ccc(OCC(=O)Nc2sc3c(c2C#N)CCC3)cc1C
29) Cc1nc(SCc2ccc(C(=O)O)cc2)c2c(C)c(C)sc2n1
30) CCOC(=O)c1c(NC(=O)c2cccnc2Cl)sc(C(=O)N(C)C)c1C
Assay by compound	25	26	27	28	29	30
CBFb RUNX1 block	9%	?	4%	4%	4%	3%
IMPase Li cell	.	18%&9%&12%&13%	-8%	-24%[38.3 µM]	.	-3%
Epigenetic derep	0.0%	-0.2%&1.1%&0.0%&-0.4%	5.2%	18%	-0.4%	-5.7%
L3MBTL1 inh	9%	.	-6%	-4%	.	3%
NPSR antagonist	8%	6%[46.1 µM]	-18%	-16%[46.1 µM]	-15%	-13%
HTT aggregate	9%[9.22 µM]	.	16%	11%	-9%[9.22 µM]	11%
Luc counter	.	-3%&1%	-4%	-2%	.	0%

31) CN1C(=O)C(Cc2c[nH]c3ccccc23)NC1=S (stereo unspecified)
32) CC1=NN(c2ccc(C(=O)OC(C)C)cc2)C(=O)/C1=C\C=C\c1ccco1
33) CCOc1cc(C(=O)OCC(=O)Nc2cc(C)on2)cc(OCC)c1OCC
34) CCC1(CC)NC(=O)N(CC(=O)OCC(=O)Nc2sccc2C#N)C1=O
35) CCOc1ccc(NC(=S)NC(C)CCc2ccccc2)cc1 (stereo unspecified)
36) OCC1(CCOc2ccccc2)CCN(CC2=Cc3cc(Cl)ccc3OC2)CC1
Assay by compound	31	32	33	34	35	36
CBFb RUNX1 block	3%&3%	1%	-5%	-2%	-7%	-4%
IMPase Li cell	-3%	25%	-18%[38.3 µM]	7%	11%	24%
Epigenetic derep	0.8%	0.8%	2.1%	-1.1%	0.9%	6.4%
L3MBTL1 inh	.	6.3µM*	.	4%	-7%	-6%
NPSR antagonist	.	-22%[46.1 µM]	-1%[46.1 µM]	10%	-7%	?
HTT aggregate	.	12%	13%	-3%	-29%	9%[9.22 µM]
Luc counter	-1%	-14%	2%	0%	0%	-3%

37) CCn1ncc(CNC(=O)C2(C)CC2(Cl)Cl)c1C (stereo unspecified)
38) CC12CN3CC(C)(CN(C1)C3c1ccc3c(c1)OCO3)C2 (stereo unspecified)
39) CCCn1ncc([C@@H]2C[C@H]3CN(Cc4cccc(Cl)c4)C(=O)[C@]34CCCN24)c1C
40) CC(NC(=O)COc1ccccc1)C(c1cccs1)N1CCCC1 (stereo unspecified)
41) Cn1c(NCC(O)c2ccccc2)nc2c1c(=O)n(Cc1ccc(Cl)cc1)c(=O)n2C (stereo unspecified)
42) COc1ccccc1/C=C(/C(=O)OCC(=O)Nc1cc(C)ccc1C)c1ccccc1
Assay by compound	37	38	39	40	41	42
CBFb RUNX1 block	5%	-1%	7%	0%	0%	2%
IMPase Li cell	1%	8%	27%	3%	1%[38.3 µM]	10%
Epigenetic derep	1.1%	-2.7%	0.0%	1.4%	4.8%	-1.1%
L3MBTL1 inh	-3%	0%	2%	2%	-17%	5%
NPSR antagonist	15%	6%	10%	7%	-16%[46.1 µM]	-20%
HTT aggregate	-4%	14%[9.22 µM]	1%[9.22 µM]	-10%	-5%	16%
Luc counter	0%	0%	-3%	-1%	1%	-2%

Entries listed above shown as hits in L3MBTL1 inh:
entry	SMILES	CBFb RUNX1 block	IMPase Li cell	Epigenetic derep	L3MBTL1 inh	NPSR antagonist	HTT aggregate
32	CC1=NN(c2ccc(C(=O)OC(C)C)cc2)C(=O)/C1=C\C=C\c1ccco1	1%	25%	0.8%	6.3µM*	-22%[46.1 µM]	12%

A draw from above in order of SMILES length, descending.
41) Cn1c(NCC(O)c2ccccc2)nc2c1c(=O)n(Cc1ccc(Cl)cc1)c(=O)n2C (stereo unspecified)
42) COc1ccccc1/C=C(/C(=O)OCC(=O)Nc1cc(C)ccc1C)c1ccccc1
38) CC12CN3CC(C)(CN(C1)C3c1ccc3c(c1)OCO3)C2 (stereo unspecified)
35) CCOc1ccc(NC(=S)NC(C)CCc2ccccc2)cc1 (stereo unspecified)
37) CCn1ncc(CNC(=O)C2(C)CC2(Cl)Cl)c1C (stereo unspecified)
Assay by compound	41	42	38	35	37
CBFb RUNX1 block	0%	2%	-1%	-7%	5%
IMPase Li cell	1%[38.3 µM]	10%	8%	11%	1%
Epigenetic derep	4.8%	-1.1%	-2.7%	0.9%	1.1%
L3MBTL1 inh	-17%	5%	0%	-7%	-3%
NPSR antagonist	-16%[46.1 µM]	-20%	6%	-7%	15%
HTT aggregate	-5%	16%	14%[9.22 µM]	-29%	-4%
Luc counter	1%	-2%	0%	0%	0%

Carrying on.
43) O=C(CSCc1ccc(F)cc1)NCc1ccc2c(c1)OCO2
44) N#CC(C#N)=C1C=C2C=C(N3CCOCC3)CCC2CC1 (stereo unspecified)
45) O=C(CSc1nc2cc(Cl)ccc2s1)N1CCCc2ccccc21
46) CC(C)Oc1ccc(CN=C(N)N=C(N)N)cc1Cl
Assay by compound	43	44	45	46
CBFb RUNX1 block	8%	-3%	?	3%
IMPase Li cell	-1%	38%[activator]	6%	-3%
Epigenetic derep	-0.6%	10µM*	-3.6%	1.0%
L3MBTL1 inh	0%	-2%	18%	9%
NPSR antagonist	-2%	-51%	-19%[46.1 µM]	0%[46.1 µM]
HTT aggregate	-11%	1.3µM*	-9%	0%
Luc counter	4%	-2%	2%	2%
